High-throughput results (PubChem)
FXIIa inh 1536: human FXIIa protease inhibitors, primary screen, biochemical, 1536-well | Coagulation factor XII (Homo sapiens), P00748 | purified FXIIa, Boc-QGR-AMC fluorogenic substrate, 2 h | inhibition, % at 5 µM | hit rate 0.3% among 220,000 | AID 800, 2007; in the data active means inhibition above about 40%;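 further: 0% = enzyme with no compound and 100% = blank without enzyme; many of its hits are not listed in these tables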
Target sequence (P00748 20-372 limits assumed): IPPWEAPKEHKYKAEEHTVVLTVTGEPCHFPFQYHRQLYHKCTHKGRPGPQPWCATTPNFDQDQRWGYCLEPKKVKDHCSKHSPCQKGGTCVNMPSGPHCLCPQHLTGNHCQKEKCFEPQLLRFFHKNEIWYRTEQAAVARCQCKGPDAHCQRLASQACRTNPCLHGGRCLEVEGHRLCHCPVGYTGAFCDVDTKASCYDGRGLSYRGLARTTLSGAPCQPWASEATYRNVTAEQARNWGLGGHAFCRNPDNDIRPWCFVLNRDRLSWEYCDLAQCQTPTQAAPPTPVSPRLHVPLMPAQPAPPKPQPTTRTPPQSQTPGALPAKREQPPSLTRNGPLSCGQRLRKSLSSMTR
Target sequence (P00748 373-615 limits assumed): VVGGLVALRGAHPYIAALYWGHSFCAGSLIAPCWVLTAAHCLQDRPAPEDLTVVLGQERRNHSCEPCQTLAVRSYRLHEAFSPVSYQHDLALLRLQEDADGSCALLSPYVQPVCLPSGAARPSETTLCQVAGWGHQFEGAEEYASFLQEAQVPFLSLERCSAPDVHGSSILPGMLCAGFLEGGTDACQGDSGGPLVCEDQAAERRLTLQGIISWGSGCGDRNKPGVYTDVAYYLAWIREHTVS
Rad51 HR inh: human RAD51 strand exchange inhibitors, primary screen, biochemical, fluorescence; DNA repair protein RAD51 homolog 1 (Homo sapiens), Q06609; hRad51 DNA strand exchange, fluorescence dequenching; inhibition, % at 10 µM; hit rate 0.085% among 200,000;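 active means inhibition above 40% at the single screening dose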;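 further: 0% = DMSO control wells and 100% = blanks with heterologous ssDNA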
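Test system – preformed human Rad51 ssDNA filaments · Reagent – Donor/quencher-labelled 47-bp dsDNA substrate · Incubation – 37 °C 15-min filament assembly, 30-min compound preincubation, 15-min exchange · Signal – FRET fluorescence dequenching, excitation 485 nm, emission 520 nm · Read-out – percent inhibition from fluorescence, normalised to plate control and blank means · Benchmarks – plate control and blank wells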
Calpain2 inh: inhibitors of pig calpain II, primary screen, biochemical, fluorogenic peptide substrate, 1536-well; purified calpain II, 30 min; inhibition, % at 16 µM; hit rate 0.37% among 220,000;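 active means inhibition above about 50%, limit read from the data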
KLK5 inh: human KLK5 protease inhibitors, primary screen, biochemical, 1536-well; Kallikrein-5 (Homo sapiens), Q9Y337; recombinant hK5, fluorogenic AMC substrate cleavage; inhibition, % at 5 µM; hit rate 0.59% among 210,000; AID 873, 2007;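 active means inhibition of 40% or more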;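 further: 0% = enzyme controls without compound and 100% = no-enzyme blanks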
Target sequence (Q9Y337 67-293 limits assumed): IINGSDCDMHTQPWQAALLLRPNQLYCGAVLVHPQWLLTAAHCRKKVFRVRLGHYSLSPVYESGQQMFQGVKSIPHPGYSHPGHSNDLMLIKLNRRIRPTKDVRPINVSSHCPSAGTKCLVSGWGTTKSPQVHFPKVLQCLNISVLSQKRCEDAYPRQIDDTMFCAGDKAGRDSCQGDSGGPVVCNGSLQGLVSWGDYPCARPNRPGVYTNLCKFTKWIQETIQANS
thrombin 1536: human alpha-thrombin inhibitors, primary screen, counter-screen for coagulation protease inhibitor project, biochemical, 1536-well, fluorogenic AMC substrate | Prothrombin (Homo sapiens), P00734 | inhibition, % at 5 µM | hit rate 0.26% among 220,000 | Boc-VPR-AMC fluorogenic substrate cleavage;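 active means inhibition at or above 40%; inactive means inhibition below 40%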;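 further: 0% = enzyme with no compound and 100% = wells without enzyme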
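Test system: human alpha-thrombin protein / Dosing: one concentration per compound, 5 µM, with 0.2% DMSO / Medium: pH 7.5 Tris-saline with Tween 20 / Benchmarks: no-compound enzyme wells and no-enzyme blanks / Read-out basis: percent inhibition of thrombin substrate cleavage / Timing: reaction at room temperature / Measured by: fluorescence, ex 355 nm, em 460 nm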
Furin inhibitor: human furin inhibitors, primary screen, biochemical, fluorescence intensity; inhibition, % at 30 µM; P09958; hit rate 0.061% among 220,000; purified furin, fluorogenic substrate cleavage; in the data active means inhibition above about 25%; further: inactives centre near -15
FXIa inh: human FXIa protease inhibitors, primary screen, biochemical, 1536-well | inhibition, % at 5 µM | purified FXIa, Boc-Glu-Ala-Arg-AMC fluorogenic substrate | hit rate 0.14% among 220,000 | Coagulation factor XI (Homo sapiens), P03951;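 active means inhibition of at least 40%; inactive means inhibition below 40%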;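 further: fluorescence of freed AMC excited at 355 nm; 0% = enzyme without compound and 100% = no enzyme blank; many of its hits are not listed in these tables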
Cl transport mod: KCC2 cotransporter modulators, thallium flux, primary screen, cell-based, HEK293 KCC2, FluoZin-2 fluorescence, MLSMR | Solute carrier family 12 member 5 (Homo sapiens), Q9H2X9 | KCC2 cells, thallium flux FluoZin-2 fluorescence | B-score of Tl+ flux slope (higher = more flux/activation; lower = inhibition) at 10 µM | hit rate 2.2% among 190,000 | AID 1456, 2008;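 active means thallium flux slope and its plate-corrected score both differing from the plate sample mean at a set confidence after two filtering rounds, in either direction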;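 further: slope of fluorescence scaled to starting intensity during 10 to 20 s after thallium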
PERK inhibitor: block of dimerizer-induced PERK translation repression, primary screen, PERK inhibitor project, CHO PERK-DD cells, SEAP luminescence, HTS. Eukaryotic translation initiation factor 2-alpha kinase 3 (Homo sapiens), Q9NZJ5. CHO PERK-DD fusion, SEAP luminescence translation reporter. inhibition, % at 5.6 µM. hit rate 0.17% among 220,000. AID 1416, 2008;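 active means inhibition above the mean inhibition of all tested compounds plus 3 SD, set separately per screening campaign, cut at about 2.9% in these data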;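 further: PERK kinase domain activated by AP20187 dimerizer at 100 nM; 0% = DMSO with dimerizer and 100% = rapamycin at 8.4 µM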
* = called active by the depositor; i = inactive; nt = not tested or not shown; [ ] = dose if it differs, or a comment. Some of the compounds tested, so the mix of outcomes need not match the whole.

SMILES	FXIIa inh 1536	Rad51 HR inh	Calpain2 inh	KLK5 inh	thrombin 1536	Furin inhibitor	FXIa inh	Cl transport mod	PERK inhibitor
CCO[C@@H]1OC(C(=O)NCc2nc3ccccc3[nH]2)=C[C@H](c2ccc(C(F)(F)F)cc2)[C@H]1CCCO	5.6	-0.1	-1.8	-0.1	-3.9	-32.7	-3.3	-0.232	1.1
COCCn1c(=NC(=O)c2ccccc2[N+](=O)[O-])sc2cc(S(C)(=O)=O)ccc21	20.4	0.8	20.0	0.4	0.5	-23.4	25.7	0.687	1.2
Cc1nc2sc3c(c2c(=O)[nH]1)CCCCC3	3.6	2.8	-14.6	-1.1	1.4	-10.1	0.5	-0.598	-0.3
Cn1c(=O)oc2cc(S(=O)(=O)NCCC(=O)NCCc3ccc(Cl)cc3)ccc21	16.7	-10.8	-26.7	1.8	-1.8	-17.4	0.2	-1.42	-0.2
Cn1c(=O)c2c(nc(N3CCNCC3)n2Cc2ccccc2Cl)n(C)c1=O	3.5	-0.7	-8.9	-2.3	-3.5	-32.9	-3.5	1.29	0.0
COC(=O)c1cc2oc(C)cc2n1CC(=O)N1CCCc2ccccc21	9.9	nt	-81.2	-20.2	-1.4	-19.1	-0.1	-0.0246	-0.3
Cc1cccc(/C=C2\CCC(C3CCCC3)C2=O)c1 (centres undefined)	5.3	nt	23.7	-13.3	-2.1	-12.0	6.2	0.374	0.8
Cc1c(C(=O)NN)nc2ccccn12	0.7	5.8	-7.5	-8.3	-14.5	-20.0	-3.2	1.43	0.5
C[N+](C)(C)CCN(Cc1ccc(Cl)cc1)c1ccccn1	15.4	-5.0	11.1	-16.4	4.0	-12.2[20 µM]	6.4	1.62	0.1
COc1ccccc1NC(=S)NCCSc1ccc(Cl)cc1	2.4	-1.8	25.8	-9.1	-6.3	-15.9	-8.8	-1.27	-0.3
C=CCNC(=O)C1=NOC(CNC(=O)c2c(-c3ccccc3Cl)noc2C)C1 (centres undefined)	9.4	5.3	-9.7	-4.2	-2.5	14.2[20 µM]	-5.8	nt	-0.6
COc1ccc(S(=O)(=O)Nc2nc3ccccc3nc2NCc2ccc3c(c2)OCO3)cc1	11.0	-0.6	-67.3	-11.3	-10.2	-8.9	-1.4	0.00441	0.7
CC(C)OCC(O)CN1CCN(CC(O)COc2ccc3c(c2)OCO3)CC1 (centres undefined)	12.5	1.6	-23.5	3.2	-2.4	-16.8[20 µM]	-2.2	0.691	1.8
COc1ccccc1NC(=O)CN1C(=O)C(C)SC(C)C1=O (centres undefined)	3.0	-1.7	-4.1	-6.8	-4.1	-21.4	8.1	-0.413	1.1
Cc1cccc(CSc2nncc(=O)[nH]2)c1	15.8	14.7	4.8	9.9	4.5	-21.2[20 µM]	5.4	0.636	0.9
Cc1onc(-c2ccccc2Cl)c1C(=O)NC(=S)NCCc1ccccc1	4.0	nt	13.3	-2.3	-1.4	-14.3	-5.7	1.6	0.5
O=S(=O)(Nc1ncccn1)c1ccc(NC(=S)NCCc2ccc(Cl)cc2)cc1	2.6	23.3	-39.9	nt	-3.1	-24.5	-0.6	-0.519	0.8
CNCCCOc1cccc(OC(C)C)c1	24.7	nt	-8.8	-15.6	3.5	-23.0[20 µM]	19.3	0.404	-0.1
Cc1cc(NC(=O)c2ccoc2C)no1	13.8	3.8	-24.1	-7.0	0.9	-24.9[20 µM]	4.5	nt	0.7
COc1ccc(S(=O)(=O)N(CCCN2CCCC2=O)Cc2cc3cc(C)c(C)cc3[nH]c2=O)cc1	9.6	-0.8	-21.6	85.8*	29.1	-2.6	1.2	-1.55	-0.1
O=C(Nc1ccc(Cl)cn1)c1cc(S(=O)(=O)N2CCCCC2)ccc1Cl	11.4	5.4	7.8	-0.6	-2.7	-14.3[20 µM]	5.0	-0.474	2.3
CCCCOC(=O)Nc1nc(C)c(C(=O)OCC)s1	10.5	1.6	-6.9	4.1	-0.2	-23.8[20 µM]	4.6	0.384	-0.7
CCn1c(=O)cc(OCC(=O)Nc2ccccc2C#N)c2ccccc21	5.3	4.8	9.4	-4.9	7.5	-28.7	5.5	-0.535	0.0
COC(=O)c1c(N(S(C)(=O)=O)S(C)(=O)=O)sc2c1CCN(c1ncc(C(F)(F)F)cc1Cl)C2	4.7	-3.8	11.2	2.9	-3.6	-12.1[20 µM]	-8.7	nt	0.1
Cc1ccc(C(=O)c2ccc([N+](=O)[O-])cc2)cc1	7.3	0.0	32.2	2.3	-2.7	-13.8[20 µM]	-3.7	nt	0.8
Cc1ccc(CS(=O)(=O)CCC(=O)NCc2ccccn2)cc1	-2.5	-6.4	-13.5	14.1	-3.9	-14.6	-4.9	nt	0.3
N#CCCCSc1nnc(-c2ccccn2)o1	6.4	-9.2	-21.8	-1.1	-5.4	-17.6	-6.1	0	-0.2
CCc1ccc(-n2cc(-c3ccc([N+](=O)[O-])cc3)[nH]c2=S)cc1	12.0	-17.5	10.7	3.3	-6.2	-16.0	5.4	3.73	0.9
N/C(=N\OS(=O)(=O)c1ccc(Br)cc1)c1ccncc1	12.7	4.3	16.6	-21.4	3.0	-20.5[20 µM]	7.2	-0.238	1.1
N#Cc1c(/N=C/N2CCCC2)oc(-c2ccccc2)c1-c1ccccc1	-5.8	-3.1	35.7	10.2	9.3	-11.4	-9.2	nt	-0.8
CCC(c1nnnn1Cc1ccccc1)N(Cc1cc2cc(OC)ccc2[nH]c1=O)CC1CCCO1 (centres undefined)	2.5	1.0	-20.1	2.6	-4.6	-7.1[20 µM]	1.2	-0.357	0.2
Cc1cccnc1NC(=O)c1c(O)c2ccccc2n(C)c1=O	4.7	9.5	i	-14.2	-1.7	-20.1[20 µM]	3.6	0.891	0.3
Cc1cccc(Cn2c(CN3CCN(Cc4ccccc4)CC3)nc3c2c(=O)[nH]c(=O)n3C)c1	8.9	5.9	-4.8	1.5	-3.2	-23.6	2.6	-0.0944	-1.7
COc1cc(S(=O)(=O)N2CCCC3(CCCCC3)C2)ccc1-n1cnnn1	-0.5	6.8	25.6	-17.8	1.7	-10.6[20 µM]	1.0	-0.632	-0.1
CC(=O)N1CCC(=NNc2ncc(C(F)(F)F)cc2Cl)CC1	24.3	-6.8	13.7	33.2	11.4	-17.8	29.8	0.0198	0.7
O=[N+]([O-])c1ccc2c(OCc3nnc(-c4ccccc4Br)o3)ncnc2c1	4.5	-14.8	-17.7	1.9	2.6	-23.1	12.0	0.304	1.5

Ordered by molar mass (smallest number first): part of the list above.
SMILES	FXIIa inh 1536	Rad51 HR inh	Calpain2 inh	KLK5 inh	thrombin 1536	Furin inhibitor	FXIa inh	Cl transport mod	PERK inhibitor
N#CCCCSc1nnc(-c2ccccn2)o1	6.4	-9.2	-21.8	-1.1	-5.4	-17.6	-6.1	0	-0.2
Cc1cccnc1NC(=O)c1c(O)c2ccccc2n(C)c1=O	4.7	9.5	i	-14.2	-1.7	-20.1[20 µM]	3.6	0.891	0.3
CCc1ccc(-n2cc(-c3ccc([N+](=O)[O-])cc3)[nH]c2=S)cc1	12.0	-17.5	10.7	3.3	-6.2	-16.0	5.4	3.73	0.9

Later entries.
SMILES	FXIIa inh 1536	Rad51 HR inh	Calpain2 inh	KLK5 inh	thrombin 1536	Furin inhibitor	FXIa inh	Cl transport mod	PERK inhibitor
CCP(=O)(c1ccccc1)C(C)(C)O (centres undefined)	5.0	10.5	16.4	-24.6	-2.4	-20.9	-7.6	nt	0.4
C=CCc1cc(Cl)ccc1OCCNCCOC	13.3	nt	8.9	-1.0	-3.5	-5.5	8.8	nt	-0.6
CCOc1ccccc1N/C(=N/c1nc(C)cc(C)n1)NC(=O)Nc1ccc(Cl)c(Cl)c1	10.0	5.9	12.7	-2.7	-0.8	-8.3	5.7	-0.395	-0.1
CCCn1c(SCC(=O)c2ccc3c(c2)OCCO3)nc2c1c(=O)n(C)c(=O)n2C	7.3	-2.3	7.2	-11.0	-8.0	-18.2	1.8	-1.46	0.6
O=C(Nc1cccc(F)c1)N(Cc1ccc(Cl)cc1)CC(O)C(F)(F)F (centres undefined)	0.7	34.3	7.5	-21.2	26.3	-15.4[20 µM]	-9.3	0.412	-0.5
CCc1ccccc1NC(=S)N(CCN1CCOCC1)C1CCN(C(C)=O)CC1	0.0	18.0	-14.6	-1.1	1.6	-17.5	-7.9	0.18	0.8
Cc1ccc(NC(=O)CSc2ccccc2NC(=O)c2cccc(Cl)c2)cc1Cl	4.8	-7.3	14.1	-2.9	-6.9	-14.7	1.4	0.113	0.2
Cc1ccc2cc(CN(CC3CCCO3)C(=S)Nc3ccccc3)c(=O)[nH]c2c1 (centres undefined)	7.6	-2.4	-39.9	1.5	-8.4	-20.8	-3.0	-1.2	-1.4
Cc1ccc(-n2cccc2/C=C2/NC(=O)N(CC(=O)Nc3cccc(C)c3)C2=O)cc1	0.5	-3.3	-15.9	-8.7	-6.5	-2.6	0.7	-1.17	0.5
Cc1ccc(CCN2C(=O)CCC2(C)C(=O)NCc2cccnc2)cc1 (centres undefined)	12.4	2.3	-27.9	-4.5	5.0	-8.5[20 µM]	1.5	-0.103	0.3
Cc1cc(S(=O)(=O)n2cnc3ccccc32)c(C)cc1Cl	6.2	-0.1	14.7	-12.1	1.3	-21.8[20 µM]	-1.8	nt	0.6
CCN(CC)S(=O)(=O)c1ccc(S(=O)(=O)N(Cc2ccccn2)Cc2ccco2)cc1	-9.7	5.3	19.3	5.0	1.1	18.7[20 µM]	-16.1	0.0289	0.6
CN(Cc1ccccc1)c1nc2c(c(=O)[nH]c(=O)n2C)n1C	4.0	-4.9	6.6	-11.3	-1.7	-4.5[20 µM]	-7.0	0.498	0.1
CCOC(=O)Cc1cc(C)[nH]c1C(=O)OCC	7.6	-10.0	-11.9	2.3	0.2	-14.4	-1.0	-0.183	1.8
c1ccc(Oc2cccc(OCCCCSc3ncccn3)c2)cc1	21.2	-5.9	5.6	5.7	3.2	-0.2[20 µM]	5.9	0.402	0.6
O=C(NCCCO)C(=O)NCc1ccncc1	-4.7	3.8	-20.9	-24.0	-1.2	-30.6	-0.1	0.0892	1.2
O=C(c1ccc([N+](=O)[O-])cc1)N1CCCC1	8.1	-0.6	-12.1	-9.0	-9.1	-8.2	-0.5	-2.21	1.1
COc1ccccc1C(=O)NCCNC(=O)c1ccco1	13.6	-1.3	15.1	-23.2	3.4	-10.3[20 µM]	9.1	1.89	0.1
Clc1cccc(CSc2nccn2-c2ccccc2)c1	14.6	5.7	-1.8	-19.8	2.1	-15.6[20 µM]	5.5	-1.6	1.4
CCc1nnc(NS(=O)(=O)c2ccc(NC(=O)c3ccco3)cc2)s1	9.1	nt	-8.7	nt	-3.7	-8.1	0.9	-0.0113	0.5
